S1P3 antag = antagonists of human S1P3 receptor; CHO S1P3 NFAT-BLA reporter, FRET fluorescence, antagonist mode; hit rate 0.27% among 170,000; inhibition, % at 4.98 µM; Q99500;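 active means inhibition above the plate cutoff, the mean inhibition of test wells on that plate plus 3 SD, cut at about 28% in these data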;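 further: cells challenged with S1P at its EC80 of 0.8 µM; blue over green emission ratio from cleaved BLA substrate after 4 h stimulation; 0% = S1P-stimulated wells and 100% = unstimulated DMSO-only wells; some compounds past the cut are filed as inactive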
PMI act satM6P = PMI (human) activation, high substrate | P34949 | coupled PMI enzyme assay, resazurin fluorescence, 20 min; hits give high values; 1 = untreated enzyme, 0 = substrate-free blank | activation factor at 20 µM | hit rate 0.34% among 190,000 | AID 1216;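 active means activation factor of 2 or more at 20 µM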
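Test system: human PMI in coupled enzyme assay; Input: PMI at 15 ng/mL final; Medium: HEPES buffer, pH 7.4; Schedule: 20 min incubation at room temperature; Technique: resorufin fluorescence at Ex 544/Em 590 nm; Compound: 20 µM single dose; Probe or stimulus: Near-saturating mannose-6-phosphate, 1.0 mM.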
PPARg SRC1 recr = agonists of human PPARgamma SRC-1 coactivator recruitment. P37231. PPARgamma-SRC-1 coactivator recruitment biochemical assay. activation, % at 8 µM. hit rate 0.41% among 200,000; in the data active means activation above about 19%;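 further: 0% = DMSO and 100% = reference agonist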
Target sequence (P37231 whole entry, looked up): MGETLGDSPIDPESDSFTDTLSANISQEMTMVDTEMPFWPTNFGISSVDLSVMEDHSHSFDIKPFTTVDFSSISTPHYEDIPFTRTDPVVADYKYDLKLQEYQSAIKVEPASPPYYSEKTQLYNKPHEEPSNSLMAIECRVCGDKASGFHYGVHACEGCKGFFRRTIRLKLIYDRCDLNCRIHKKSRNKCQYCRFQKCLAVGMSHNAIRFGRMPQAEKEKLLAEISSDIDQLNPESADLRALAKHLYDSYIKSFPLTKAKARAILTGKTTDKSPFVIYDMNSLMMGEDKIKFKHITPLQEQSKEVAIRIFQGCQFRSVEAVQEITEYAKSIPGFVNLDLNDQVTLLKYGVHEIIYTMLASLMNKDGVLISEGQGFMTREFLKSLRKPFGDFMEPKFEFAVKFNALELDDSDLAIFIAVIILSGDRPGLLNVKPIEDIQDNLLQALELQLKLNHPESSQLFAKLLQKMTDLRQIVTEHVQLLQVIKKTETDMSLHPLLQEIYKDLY
ROMK primary = modulators of human ROMK potassium channel. P48048. hit rate 2% among 130,000. Tet-inducible ROMK, thallium flux fluorescence; actives lie on both sides. B-score at 10 µM;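 active means signal ratio slope over the read window, or its plate-corrected B-score, at least 3 SD from the plate mean, either direction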;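 further: B-score of the F/F0 ratio slope over 7 to 12 s after thallium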
Target sequence (P48048 whole entry, looked up): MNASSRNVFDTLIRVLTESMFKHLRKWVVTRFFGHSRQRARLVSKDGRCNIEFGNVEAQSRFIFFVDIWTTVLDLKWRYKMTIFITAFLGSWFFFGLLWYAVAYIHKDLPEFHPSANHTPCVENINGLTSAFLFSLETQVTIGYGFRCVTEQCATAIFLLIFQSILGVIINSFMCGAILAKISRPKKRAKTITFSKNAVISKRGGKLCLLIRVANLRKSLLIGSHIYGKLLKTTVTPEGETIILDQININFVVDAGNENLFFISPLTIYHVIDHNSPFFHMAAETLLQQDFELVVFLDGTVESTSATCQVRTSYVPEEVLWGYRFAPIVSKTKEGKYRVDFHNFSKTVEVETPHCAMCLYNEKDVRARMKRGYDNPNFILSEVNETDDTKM
PPARg SRC2 recr = agonists of SRC-2 recruitment by human PPARgamma; P37231; PPARgamma LBD-SRC-2 recruitment, biochemical; activation, % at 8 µM; hit rate 0.34% among 200,000; AID 1032; in the data active means activation above about 22%;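 further: 0% = vehicle and 100% = reference agonist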
PMI activator = increases human mannose-6-phosphate isomerase activity; AID 1214; hit rate 0.005% among 190,000; purified human PMI, coupled resazurin fluorescence, 20 min; hits give high values; 1 = vehicle control, 0 substrate-free wells; P34949; activation factor at 20 µM;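 active means activation factor of 2 or more at 20 µM, relative to plate controls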
TR-FRET SRC-2 ct = TR-FRET artefact, counter-screen to PPARgamma/SRC-2 agonist assay; hits give high values; TR-FRET ratio at 8 µM; hit rate 0.4% among 200,000; in the data active means TR-FRET ratio above about 2000; further: inactives centre near 1500
Diaphorase act = counter-screen for diaphorase-based assays: diaphorase activators and chemical reducers | activation factor at 20 µM | Diaphorase/resazurin coupled assay, resorufin fluorescence, 16 min; hits give high values; 1 = vehicle wells, 0 = NADH-free wells | hit rate 0.005% among 190,000 | AID 1229;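 active means diaphorase activity raised at least twofold by the compound at 20 µM; inactive means activation factor below 2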
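System – purified diaphorase enzyme from Clostridium kluyveri · Input – enzyme 0.07 U/mL final · Also added – final NADH 0.114 mM, resazurin 0.1 mM · Measured by – fluorescence of resorufin, 544 nm excitation, 590 nm emission · Timing – 16 min enzyme reaction, ambient temperature · Measure – resorufin increase flagging diaphorase activators or reducers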
G6PDH counter = L. mesenteroides G6PDH inhibition counter-screen. Purified L. mesenteroides G6PDH, diaphorase/resazurin coupled fluorescence, 45 min. inhibition, % at 5 µM. hit rate 0.12% among 200,000. AID 1020; in the data active means inhibition above about 50%
Diaphorase inh = inhibits diaphorase or chemically oxidizes, flagging diaphorase assay artifacts. diaphorase resazurin-to-resorufin fluorescence, NADH, 16 min; bacterial (C. kluyveri) enzyme, not human. inhibition, % at 20 µM. hit rate 0.69% among 190,000;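 active means primary screen inhibition at 20 µM above a set limit, cut at about 50% in these data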;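 further: plate controls were DMSO with full reaction for no effect and wells lacking NADH for full effect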
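Assay system: diaphorase enzyme from Clostridium kluyveri; Input: enzyme working solution with 0.14 U/mL diaphorase; Timing: 16 min at room temperature; Technique: resorufin fluorescence, excitation 544 nm, emission 590 nm; Benchmarks: positive control minus NADH, DMSO neutral control.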
PPARg SRC3 recr = PPARgamma-driven SRC-3 recruitment agonism; P37231; biochemical PPARgamma/SRC-3 coactivator recruitment assay; activation, % at 8 µM; hit rate 0.26% among 200,000; AID 731; in the data active means activation above about 23%;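 further: 0% = DMSO and 100% = reference agonist; some compounds past the cut are filed as inactive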
Numbers without * were called inactive; nt = no result given.

Compound	S1P3 antag	PMI act satM6P	PPARg SRC1 recr	ROMK primary	PPARg SRC2 recr	PMI activator	TR-FRET SRC-2 ct	Diaphorase act	G6PDH counter	Diaphorase inh	PPARg SRC3 recr
COc1ccc(C2=NN(C(C#N)c3ccc(OC)c(OC)c3)C(c3ccccc3)C2)cc1 (stereo not given)	nt	1	4	0.67	0	0.9	1539	0.9	4	8	-2
O=c1c(Cc2c(F)cccc2Cl)c(O)ccn1Cc1ccc2c(c1)OCO2	-10	1	-1	-1.3	-11	1	1406	0.9	10	13	-1
CCOC(=O)Cc1csc(NC(=O)COc2c(C)cccc2C)n1	-15	0.9	5	-0.25	2	0.9	1574	1	-2	2	-2
COCCn1c(SCC(=O)N2CCCc3ccccc32)nnc1-c1ccoc1C	nt	1.2	6	nt	-1	1.2	1568	0.8	10	16	-7
CCOc1cccc2cc(C(=O)N3CCc4ccccc4C3)c(=O)oc12	-23	1	4	0.93	3	0.9	1633	0.8	2	21	-3
CCOC(=O)c1ccc(CN(Cc2ccc(C)cc2)S(=O)(=O)c2cccc([N+](=O)[O-])c2)cc1	-8	1.1	4	0.32	-6	1.1	1662	1	0	2	-2
Cc1cc(NC(=O)c2ccc([N+](=O)[O-])o2)ccc1NC(=O)c1ccco1	9	1	4	-0.58	10	1.1	1513	1	1	-4	6
CN(CC(=O)Nc1ccncc1)S(=O)(=O)c1ccccc1	-19	1	1	nt	5	1	1536	0.9	11	9	1
C=CCN1CCN(C(c2cccc(OC)c2OC)c2nnnn2CCC(C)C)CC1 (stereo not given)	-9	1.3	1	-3.2	-2	1.3	1682	1.1	-3	-9	1
CCn1c(COc2cccc3ccccc23)nnc1SCC(=O)OC1CCCCC1	nt	0.9	1	-2.4	4	0.8	1620	0.8	16	19	3
O=[N+]([O-])c1cc(Cc2ccccc2)cc(C=Nc2ccc(N3CCOCC3)cc2)c1O	12	0.6	51*	0.79	65*	1	2504*	0.7	1	33	39*
Cn1cnnc1SCc1ccc(-c2ccc(Br)cc2)o1	-2	1.2	14	-2	15	1.2	1710	0.9	-1	9	10
Cn1nc(-c2ccccc2)c(COC(=O)c2cccc(Cl)c2)c1S(=O)(=O)c1ccccc1	nt	1	3	1.5	5	0.9	1448	1	-1	3	8
CC(C)N(Cc1cn[nH]c1-c1ccc(-c2ccccc2)cc1)Cc1nccn1C	-7	0.9	3	-0.019	-3	0.9	1602	0.9	8	7	5
CCS(=O)(=O)N1CCC(c2nc(-c3ccc(C(F)(F)F)cc3)no2)CC1	-2	1.1	-3	nt	0	1	1657	1	6	2	-9
C=CCn1c(CSc2nc3ccccc3s2)nnc1SCC(=O)NCc1cccnc1	nt	1.1	2	nt	4	1.1	1537	1.1	2	-6	2
O=C(c1c(F)c(F)c(F)c(F)c1F)N1CCc2ccccc21	-2	nt	3	0.42	5	nt	1637	nt	nt	nt	5
O=C(N/N=C\c1cc(Br)c(Br)o1)c1cncc(Br)c1	4	0.9	2	nt	-3	0.9	1594	0.8	-17	23	-3
CCOC(=O)c1c(/N=C/C2C(=O)CC(C)(C)CC2=O)sc(C)c1C	-12	1	5	-0.8	9	1	1648	0.8	-3	24	5
CC1CCCCN1C(=O)C1CC(c2ccc(F)cc2)=NO1 (stereo not given)	-13	0.9	16	nt	11	0.9	1648	1	1	3	-5
Clc1ccc(Sc2ccc(/C=N/n3cnnc3)o2)cc1	nt	0.9	-4	nt	1	1.1	1545	0.7	4	34	6
CC1(c2ccccc2)CC(C)(C)N2C(=O)C3(C(C#N)=C(N)Oc4cc(O)ccc43)c3cccc1c32 (stereo not given)	nt	0.9	2	-0.28	12	0.9	1510	0.8	-2	22	-5
CCOC(=O)CNC(=O)C(Cc1ccccc1)NS(=O)(=O)c1cccs1 (stereo not given)	nt	1.1	-4	-0.44	-12	1	1417	0.9	4	8	-13
COc1ccc(C2CC(c3ccc4ccccc4c3)=NN2C(=O)COC(=O)C2CCC(=O)N2)cc1 (stereo not given)	-10	1	5	-0.8	-1	0.9	1306	0.8	-5	24	0
CCCc1nnc(NC(=S)Nc2ccccc2)s1	-45	1	0	0.073	2	1.1	1576	0.9	6	8	-1
COc1ccc(N(C(=O)CNS(=O)(=O)c2ccccc2)C(C(=O)NCc2ccco2)C(C)C)cc1 (stereo not given)	-3	1	6	-0.03	4	0.9	1644	1	11	-1	5
Cc1cc(C)nc(N2C(=O)CC(C(C)c3ccccc3)C2=O)n1 (stereo not given)	42	0.9	6	-0.69	7	0.9	1620	0.9	-8	8	-10
Cc1ccccc1NC(=O)Cn1c(=O)sc2ccccc21	-14	1	1	nt	1	1	1484	0.9	0	11	-1
CCOC(=O)CNC(=S)n1cnc(N)n1	-11	1.1	6	1.9	-1	1	1594	1	-1	5	1
Cc1ccc(N=Cc2c(O)[nH]c3ccccc23)c([N+](=O)[O-])c1	-18	1	7	-0.16	7	1	1733	0.9	2	10	5
CCN1C(=O)/C(=C2\SC(N3CCCCC3)=NC2=O)c2ccccc21	1	1	4	1.3	1	1	1499	1	3	2	4
COc1cc(SC)ccc1C(=O)NCC1CCCO1 (stereo not given)	1	0.9	0	nt	2	0.9	1523	1	-1	3	-8
Cc1ccc2c(c1)nnn2C1CCN(CC(=O)Nc2ccc3c(c2)OCCO3)CC1	-4	1	2	0.34	5	1	1671	1	0	-3	-5
Cc1cc(C)c(C#N)c(SCc2ccc([N+](=O)[O-])cc2)n1	8	1	-1	0.5	-3	1	1613	1.1	11	-6	-2
O=C(/C=C/Nc1ccc(Br)cc1F)c1ccco1	-1	1	6	1.4	10	0.9	1599	0.7	-2	34	1
Cc1cccc(C)c1NC(=O)c1ccc(-n2cnnn2)cc1	2	0.9	4	-0.0047	0	1	1693	0.9	-1	13	3

Entries of single compounds from above. Order of values: S1P3 antag, PMI act satM6P, PPARg SRC1 recr, ROMK primary, PPARg SRC2 recr, PMI activator, TR-FRET SRC-2 ct, Diaphorase act, G6PDH counter, Diaphorase inh, PPARg SRC3 recr
Shown for CCCc1nnc(NC(=S)Nc2ccccc2)s1 → -45, 1, 0, 0.073, 2, 1.1, 1576, 0.9, 6, 8, -1
Shown for Cc1cc(C)nc(N2C(=O)CC(C(C)c3ccccc3)C2=O)n1 (stereo not given) → 42, 0.9, 6, -0.69, 7, 0.9, 1620, 0.9, -8, 8, -10

Back to the main list, repeating the 3 entries before the break.
Compound	S1P3 antag	PMI act satM6P	PPARg SRC1 recr	ROMK primary	PPARg SRC2 recr	PMI activator	TR-FRET SRC-2 ct	Diaphorase act	G6PDH counter	Diaphorase inh	PPARg SRC3 recr
Cc1cc(C)c(C#N)c(SCc2ccc([N+](=O)[O-])cc2)n1	8	1	-1	0.5	-3	1	1613	1.1	11	-6	-2
O=C(/C=C/Nc1ccc(Br)cc1F)c1ccco1	-1	1	6	1.4	10	0.9	1599	0.7	-2	34	1
Cc1cccc(C)c1NC(=O)c1ccc(-n2cnnn2)cc1	2	0.9	4	-0.0047	0	1	1693	0.9	-1	13	3
CCN(CC)C(=O)C1CCCN(Cc2nc(-c3cccs3)no2)C1 (stereo not given)	-8	1	3	0.038	5	0.9	1701	0.9	9	11	2
O=C(CCN1CCCCCC1)Nc1cccc(Cl)c1	21	1	9	-0.72	6	1	1522	0.9	2	9	3
O=Cc1cn(CCC(=O)O)nc1-c1cccc(Br)c1	-2	1	-4	0.14	0	1	1380	0.9	11	7	1
CCOC(=O)N1CCC(N2Cc3cccc(C(=O)NC(C)c4ccc5c(c4)OCCO5)c3C2=O)CC1 (stereo not given)	1	1	8	nt	14	1	1838	0.8	11	16	12
Cc1ccc(Nc2nnc(SCC3CCCCO3)s2)cc1 (stereo not given)	0	1	5	0.17	1	0.9	1482	0.9	-20	7	2
C=CCc1c(C)[nH]c2c(OC)cccc2c1=S	-1	0.8	3	0	4	0.9	1794	0.8	0	21	8
COc1ccc(-c2cc(C(=O)N/N=C/c3ccc(OC)c(COCC(F)(F)C(F)F)c3)c3ccccc3n2)c(OC)c1	nt	0.9	-5	0.84	5	0.8	1575	0.8	6	17	-3
COC(=O)C(=C/C(C)=C/c1cccs1)C(=O)OC	3	1	7	-1.6	-1	1	1636	0.9	4	14	4
CCOC(=O)CCC(=O)NCc1ccc2c(c1)cc(C)n2C	-1	0.9	9	0.21	5	1	1722	1	0	-4	-15
COc1cc(SC#N)ccc1N=Cc1c(C)[nH]n(-c2ccc(C)cc2)c1=O	5	0.9	8	0.95	28*	1	1984*	0.9	-10	14	-4
C=CCn1c(SCc2nc3cc(C(=O)OC)ccc3c(=O)[nH]2)nc2sc(CC)cc2c1=O	-5	1.1	-4	-0.45	9	1	1497	1.1	1	-6	4
O=C1OCC/C1=C\c1ccccc1O	nt	1	7	-0.58	2	1	1425	0.9	1	8	12
CCC(=O)c1ccc(OCC(O)CN(C)C2CCCCC2)cc1 (stereo not given)	2	1	-2	-0.53	12	0.9	1685	0.9	-10	12	-4
Clc1ccc(C2=NNC(=NCc3ccc4c(c3)OCO4)SC2)cc1	-2	1.2	13	nt	12	1.1	1636	1	-26	3	4
O=C(CCN1CCN(c2ccccc2)CC1)Nc1ccc(OCc2ccccc2)cc1	nt	1.1	-2	-0.45	-1	1	1360	1	4	0	-7
Cc1ccc(-n2nc(C(=O)O)nc2-c2ccccc2)cc1	nt	1.1	-2	-0.023	3	1.2	1476	1	1	-2	1
O=C(Nc1ccccc1)n1cc(-c2ccccn2)c(N2CCOCC2)n1	-10	1.1	-3	nt	2	1.1	1552	1.1	-1	-12	1
CC1CCCC(N2CCN(C(=O)c3cccc(F)c3)CC2)C1 (stereo not given)	nt	1.1	2	nt	3	1	1570	0.9	0	12	-6
COc1ccc(CN2CCN(c3cccc(C)c3C)CC2)cc1OC	6	1	7	0.24	5	0.9	1652	0.9	5	5	-3
COc1cc(C(=O)N/N=c2/sc3ccccc3n2C)cc(OC)c1OC	-3	1.2	-3	1.5	0	1.1	1548	1	8	0	0
COCc1cc(C)nc(SCC(=O)Nc2cccc(C)c2C)c1C#N	-5	0.9	1	0.6	-2	0.9	1497	0.9	-7	12	-3
CC(C)c1ccc(S(=O)(=O)N2CCN(CC(=O)Nc3ccc4c(c3)OCO4)CC2)cc1	13	0.9	7	-1.9	-2	0.9	1473	0.9	-23	12	-6
Cc1ccc(C)c(OC(=O)c2cncc(Br)c2)c1	6	1	1	-0.25	-1	1	1488	0.9	-1	7	5

Bioassay records from PubChem BioAssay.
